Screens from PubChem BioAssay.
CHX counter: counter-screen for Shiga toxin inhibitors: cycloheximide protein synthesis inhibition. cell reporter, cycloheximide protein synthesis inhibition counterscreen. max response, %. 300,000 compounds, 12% hits; in the data active = max response mostly above about 13%, no sharp cut-off; inactive = mostly below about 14%; also: read at 38.3 µM for the half of the compounds with a filed dose; 0% is about no effect
AMA1-RON2 inh: disrupts binding of P. falciparum AMA1 to RON2. AlphaScreen AMA1-biotinylated RON2 peptide binding. Potency, µM (series often up to 58.2 µM), inactives show at the top dose activity change, negative = inhibition, hits mostly inhibitors. 360,000 compounds, 0.2% hits. AID 720542;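 also: potency is read from the fitted curve at half-maximal effect; 0% = vehicle wells and -100% = peptide control; nearly all actives have a fitted effect of over 45% in size; some results filed as inactive show a strong effect at the top dose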
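AMA1 (3D7) with his tag at 25 nM final met compounds first, then biotinylated RON2 peptide at 25 nM; detection used donor plus acceptor beads, 10 µg/mL apiece, read by AlphaScreen after 30 min at room temperature.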
Pf growth 48h: inhibits P. falciparum growth in the first generation, 48 h; AID 504832; 310,000 compounds, 5.9% hits; Potency, µM (top dose mostly 28.7 µM), for the others: top-dose activity change, negative = inhibition, actives largely listed as inhibitors; P. falciparum luciferase growth in erythrocytes, 48 h; also: potency is read from the fitted curve at half-maximal effect; % is scaled to controls: 0 for no effect and ±100 for the full control effect
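Parasite viability was followed by luminescence of a genomically integrated firefly luciferase. Cultures held 0.1% parasitemia at 2% hematocrit (final), incubated under 5% CO2 at 37 C.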
TbPYK inhibitor: T. brucei pyruvate kinase inhibition; Q57TT1; TbPYK enzyme, Kinase-Glo Plus ATP luminescence, 45 min; Potency, µM (titrated, usually from 76.8 µM), inactives show at the top dose activity, negative = inhibition, hits mostly inhibitors; 410,000 compounds, 0.12% hits; also: potency is read from the fitted curve at half-maximal effect; % is scaled to controls: 0 for no effect and ±100 for the full control effect; nearly all actives have a fitted effect of over 50% in size
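Assay buffer: 50 mM TEA pH 7.2, 100 mM KCl, 10 mM MgCl2, 0.05% BSA, 0.01% Tween-20. Pyruvate kinase from T. brucei plus substrate met compound, then ADP (130 uM final). Luminescence was read post 45 min RT.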
Pf growth 96h: P. falciparum growth inhibition at 96 hours; P. falciparum luciferase reporter growth, 96 h; Potency, µM (highest dose often 28.7 µM), for inactives: at the top dose activity change, negative = inhibition, hits mostly inhibitors; 320,000 compounds, 6.9% hits; also: potency is read from the fitted curve at half-maximal effect; % is scaled to controls: 0 for no effect and ±100 for the full control effect
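Parasite growth measured via integrated firefly luciferase reporter in P. falciparum. Infected erythrocytes at 2% hematocrit, 0.05% parasitemia final were treated 96 hours at 37 C under 5% CO2, and luminescence was read.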
Shiga inhibitor: Shiga toxin inhibition. Vero cells, Shiga toxin protein synthesis inhibition reporter. inhibition, % at 38.7 µM. 290,000 compounds, 9.2% hits. AID 2315; in the data active = inhibition mostly above about 28%, no sharp cut-off; inactive = mostly below about 43%; also: 0% is about no effect
LmPK inhibitor: blocks Leishmania mexicana pyruvate kinase activity | Q27686 | Potency, µM (highest dose often 57.5 µM), inactives show at the highest dose activity change, negative = inhibition, hits mostly inhibitors | AID 1721 | purified LmPK, Kinase-Glo ATP luminescence, 1 h | 290,000 compounds, 0.37% hits; also: potency is read from the fitted curve at half-maximal effect; % is scaled to controls: 0 for no effect and ±100 for the full control effect
Target sequence (Q27686 whole entry, looked up): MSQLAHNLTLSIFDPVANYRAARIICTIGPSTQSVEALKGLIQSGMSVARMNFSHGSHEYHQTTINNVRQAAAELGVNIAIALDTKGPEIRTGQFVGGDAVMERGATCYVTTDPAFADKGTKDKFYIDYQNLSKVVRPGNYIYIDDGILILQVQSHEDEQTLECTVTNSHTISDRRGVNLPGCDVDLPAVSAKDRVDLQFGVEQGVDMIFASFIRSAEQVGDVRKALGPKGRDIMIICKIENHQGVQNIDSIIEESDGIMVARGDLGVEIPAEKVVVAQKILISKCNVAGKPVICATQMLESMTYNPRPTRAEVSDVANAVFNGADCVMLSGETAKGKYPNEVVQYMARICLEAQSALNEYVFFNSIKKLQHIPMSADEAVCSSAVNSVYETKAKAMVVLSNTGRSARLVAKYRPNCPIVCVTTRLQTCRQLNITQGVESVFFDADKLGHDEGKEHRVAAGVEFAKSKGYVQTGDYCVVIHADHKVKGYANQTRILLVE
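Kinase-Glo luminescence read after 1 h RT reaction of 0.1 nM LmPK with 0.5 mM PEP and 0.1 mM ADP. Activity scaled between uninhibited and enzyme-free controls.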
An asterisk follows results filed as active; & = joins results of further samples; [ ] = remark or other dose. Unless noted, calls follow the shape of the dose curve; as a rule, active = well fitted curve in the direction sought with a large enough effect; inconclusive = small, poorly fitted or top-dose-only effect, or another doubt; inactive = no such curve, though single readings can be large; an effect the other way counts as inactive or inconclusive.

The first 4 entries (preview)
Results for O=c1c2c3c(sc2nc(NCCO)n1Cc1ccco1)CCCCC3 ?
CHX counter: 14*; AMA1-RON2 inh: -13%; Pf growth 48h: 11%; TbPYK inhibitor: 0%; Pf growth 96h: -26%; Shiga inhibitor: 19; LmPK inhibitor: 3%

How did NS(=O)(=O)c1ccc(NC(=O)CSc2nnc(-c3cnccn3)n2-c2ccccc2)cc1 do in these assays?
CHX counter: -3; AMA1-RON2 inh: 2%; Pf growth 48h: 4%; TbPYK inhibitor: 10%; Pf growth 96h: -27%; Shiga inhibitor: -6; LmPK inhibitor: -2%

Results for CC(=O)OC(C#CCN1CCOCC1)c1ccccc1 (centres undefined) ?
CHX counter: 1; AMA1-RON2 inh: -8%; Pf growth 48h: inconclusive; Shiga inhibitor: -9; LmPK inhibitor: 1%

How did O=C(O)[C@@H](O)[C@@H](O)[C@H](O)[C@H](O)CO do in these assays?
Pf growth 48h: 6µM*; TbPYK inhibitor: 2%; Pf growth 96h: 8.5µM*

The whole of this part, previewed entries included:
Results for O=c1c2c3c(sc2nc(NCCO)n1Cc1ccco1)CCCCC3 ?
CHX counter: 14*; AMA1-RON2 inh: -13%; Pf growth 48h: 11%; TbPYK inhibitor: 0%; Pf growth 96h: -26%; Shiga inhibitor: 19; LmPK inhibitor: 3%

How did NS(=O)(=O)c1ccc(NC(=O)CSc2nnc(-c3cnccn3)n2-c2ccccc2)cc1 do in these assays?
CHX counter: -3; AMA1-RON2 inh: 2%; Pf growth 48h: 4%; TbPYK inhibitor: 10%; Pf growth 96h: -27%; Shiga inhibitor: -6; LmPK inhibitor: -2%

Results for CC(=O)OC(C#CCN1CCOCC1)c1ccccc1 (centres undefined) ?
CHX counter: 1; AMA1-RON2 inh: -8%; Pf growth 48h: inconclusive; Shiga inhibitor: -9; LmPK inhibitor: 1%

How did O=C(O)[C@@H](O)[C@@H](O)[C@H](O)[C@H](O)CO do in these assays?
Pf growth 48h: 6µM*; TbPYK inhibitor: 2%; Pf growth 96h: 8.5µM*

How did COc1ccc(N2CC(C(=O)Nc3ccc([N+](=O)[O-])cc3Br)CC2=O)cc1 (centres undefined) do in these assays?
CHX counter: -1; AMA1-RON2 inh: 0%; Pf growth 48h: 6%; TbPYK inhibitor: 1%; Pf growth 96h: inconclusive; Shiga inhibitor: 3; LmPK inhibitor: -8%

What do the screens show for `CC(=O)Nc1ccc(S(=O)(=O)C(C#N)c2nc3ccccc3nc2NCCN2CCOCC2)cc1` (centres undefined)?
CHX counter: -4; AMA1-RON2 inh: -2%; Pf growth 48h: inconclusive; TbPYK inhibitor: 6%; Pf growth 96h: inconclusive; Shiga inhibitor: -7; LmPK inhibitor: 8%

What do the screens show for `CC(=O)Oc1ccc(N(C(C)=O)S(=O)(=O)c2cccs2)c2ccccc12`?
CHX counter: -4; AMA1-RON2 inh: -24%; Pf growth 48h: 4.1µM*; TbPYK inhibitor: -2%; Shiga inhibitor: -9; LmPK inhibitor: 4%

What do the screens show for `CC(=O)NC(=S)Nc1sc2c(c1C(N)=O)CCC(C)C2` (centres undefined)?
CHX counter: 54*; AMA1-RON2 inh: 46%[activator]; Pf growth 48h: 94%[activator]; TbPYK inhibitor: -11%; Pf growth 96h: 100%[activator]; Shiga inhibitor: 53*; LmPK inhibitor: 2%

How did C=C1CCC(OC(C)=O)C2(C)CCC3C(C)C(=O)OC3C12O (centres undefined) do in these assays?
CHX counter: -3; AMA1-RON2 inh: 1%; Pf growth 48h: 26%; TbPYK inhibitor: -2%; Pf growth 96h: 11%; Shiga inhibitor: 13; LmPK inhibitor: -1%

Results for CCOc1cc(-c2nc3ccccn3c2NCC2CCCO2)ccc1O (centres undefined) ?
CHX counter: -2; AMA1-RON2 inh: 8%; Pf growth 48h: -9%; Pf growth 96h: 12µM*; Shiga inhibitor: 13; LmPK inhibitor: 1%

What do the screens show for `Cc1nn(CCOc2cccc(Br)c2)c(C)c1[N+](=O)[O-]`?
CHX counter: 2; AMA1-RON2 inh: 4%; Pf growth 48h: inconclusive; TbPYK inhibitor: -7%; Pf growth 96h: 62%[5.75 µM]; Shiga inhibitor: 27; LmPK inhibitor: 1%

What do the screens show for `COc1ccc(-n2c(SCC(=O)Nc3ccccc3)nc3c(c2=O)SCC3)cc1`?
CHX counter: -6; AMA1-RON2 inh: 10%; TbPYK inhibitor: 0%; Pf growth 96h: 1%; Shiga inhibitor: -10; LmPK inhibitor: 17%

What do the screens show for `C[C@@H]1NS(=O)(=O)[C@H]2C[C@@H]3C=C[C@]2(O3)[C@H]1OC(=O)c1ccccc1Br`?
AMA1-RON2 inh: 1%; Pf growth 48h: inconclusive; TbPYK inhibitor: -3%; Pf growth 96h: -9%

Results for Cc1ccc(-c2nn(-c3cccc(F)c3)cc2CNCCc2ccncc2)o1 ?
CHX counter: 6; AMA1-RON2 inh: -21%; Pf growth 48h: inconclusive; TbPYK inhibitor: -2%; Pf growth 96h: inconclusive; Shiga inhibitor: 21; LmPK inhibitor: 3%

What do the screens show for `COCCNC(=O)c1cc2oc3ccccc3c2n1C`?
CHX counter: 62*; AMA1-RON2 inh: -14%; Pf growth 48h: 144%[activator]; TbPYK inhibitor: -3%; Shiga inhibitor: 89*; LmPK inhibitor: -4%

What do the screens show for `COc1ccc(S(=O)(=O)N2CCCOC2CNC(=O)C(=O)NCc2ccncc2)cc1` (centres undefined)?
CHX counter: -4; AMA1-RON2 inh: 14%; Pf growth 48h: -5%; TbPYK inhibitor: 1%; Pf growth 96h: -1%; Shiga inhibitor: -26; LmPK inhibitor: -8%

What do the screens show for `Cc1cccc2c(C(=O)Nn3cnnc3)cc(-c3ccccc3Cl)nc12`?
CHX counter: -2; AMA1-RON2 inh: 10%; Pf growth 48h: -6%; TbPYK inhibitor: -5%; Pf growth 96h: inconclusive; Shiga inhibitor: -8; LmPK inhibitor: 0%

Results for Cc1cc(C)nc(NS(=O)(=O)c2ccc(NC(=O)C3CC(=O)N(c4ccccc4)C3)cc2)n1 (centres undefined) ?
CHX counter: 0; AMA1-RON2 inh: -2%; Pf growth 48h: -2%; TbPYK inhibitor: 1%; Pf growth 96h: -5%; Shiga inhibitor: 11; LmPK inhibitor: 6%

What do the screens show for `O=C(Nc1ccccc1SCC1CSc2nc3ccccc3c(=O)n21)c1ccccc1Cl` (centres undefined)?
CHX counter: -1; AMA1-RON2 inh: 10%; Pf growth 48h: inconclusive; TbPYK inhibitor: -1%; Pf growth 96h: inconclusive; Shiga inhibitor: 13; LmPK inhibitor: -6%

What do the screens show for `COc1ccc(C(=O)Nc2nnc(S(=O)(=O)N3CCC(C)CC3)s2)cc1OC`?
CHX counter: -4; AMA1-RON2 inh: 2%; Pf growth 48h: 11%; TbPYK inhibitor: 5%&-1%; Pf growth 96h: inconclusive; Shiga inhibitor: 11; LmPK inhibitor: -4%

What do the screens show for `CCOC(=O)N1CCN(CC(=O)c2ccc(O)c(C)c2O)CC1`?
CHX counter: 31*; AMA1-RON2 inh: 9%; Pf growth 48h: 26%; TbPYK inhibitor: 5%; Pf growth 96h: 24%; Shiga inhibitor: 33; LmPK inhibitor: -2%

How did CCOc1ccc(-c2[nH]ncc2-c2ccc(OC)c(OC)c2)c(O)c1 do in these assays?
CHX counter: -6; AMA1-RON2 inh: 9%; Pf growth 48h: inconclusive; TbPYK inhibitor: 0%; Pf growth 96h: -27%; Shiga inhibitor: -11; LmPK inhibitor: 3%

Results for CC(C)Oc1ccc(C(=O)N2CCCC2C(=O)O)cc1 (centres undefined) ?
CHX counter: -2; AMA1-RON2 inh: 11%; Pf growth 48h: 8%; TbPYK inhibitor: 3%; Shiga inhibitor: -4; LmPK inhibitor: 1%

What do the screens show for `CCOC(=O)CSc1ccc(C(=O)N2CCN(C)CC2)cc1[N+](=O)[O-]`?
CHX counter: -6; AMA1-RON2 inh: 5%; Pf growth 48h: 13%; TbPYK inhibitor: 1%; Pf growth 96h: inconclusive; Shiga inhibitor: -10; LmPK inhibitor: -1%

What do the screens show for `CCN(CC)C(=O)c1sc(N)c(C(=O)OC(C)C)c1C`?
CHX counter: 1; AMA1-RON2 inh: -5%; Pf growth 48h: inconclusive; TbPYK inhibitor: -6%; Pf growth 96h: -9%; Shiga inhibitor: 23; LmPK inhibitor: 3%

How did C1CCC(c2nn3c(-c4n[nH]c5c4CCC5)nnc3s2)CC1 do in these assays?
CHX counter: 3; AMA1-RON2 inh: -18%; Pf growth 48h: inconclusive; TbPYK inhibitor: -11%; Pf growth 96h: inconclusive; Shiga inhibitor: -33; LmPK inhibitor: -2%

What do the screens show for `S=c1nc(SCc2ccccc2)[nH]c2ccccc12`?
CHX counter: 9; AMA1-RON2 inh: 102%[activator]; Pf growth 48h: -6%; TbPYK inhibitor: -2%; Pf growth 96h: 1.7µM*; Shiga inhibitor: 11; LmPK inhibitor: -3%

What do the screens show for `COc1ccc(OC(=O)Nc2ccccc2)cc1`?
CHX counter: 32*; AMA1-RON2 inh: -7%; Pf growth 48h: 33%[activator]; TbPYK inhibitor: -5%; Shiga inhibitor: 98*; LmPK inhibitor: inconclusive

How did COc1ccc(NC2=NC(=S)N(c3ccc(C)cc3)C23CCCCC3)cc1 do in these assays?
CHX counter: 1; AMA1-RON2 inh: -8%; Pf growth 48h: -5%; TbPYK inhibitor: 4%; Pf growth 96h: inconclusive; Shiga inhibitor: 11; LmPK inhibitor: 3%

Results for CCCNC(=O)c1ccc(N2CCC3(CC2)CC(c2cccc(Br)c2)=NO3)c([N+](=O)[O-])c1 ?
CHX counter: 2; AMA1-RON2 inh: -6%; Pf growth 48h: inconclusive; TbPYK inhibitor: -1%; Pf growth 96h: 6.6µM*; Shiga inhibitor: -4; LmPK inhibitor: 0%

Results for Cc1noc(C)c1CSCC(=O)N1CCN(c2ccc(F)cc2)CC1 ?
CHX counter: -4; AMA1-RON2 inh: -19%; Pf growth 48h: -4%; TbPYK inhibitor: 2%; Pf growth 96h: 8%; Shiga inhibitor: 10; LmPK inhibitor: 4%

Results for O=C(NC1=NCCS1)c1sc2ccccc2c1Cl ?
CHX counter: 47*; AMA1-RON2 inh: 14%; Pf growth 48h: 47%[activator]; TbPYK inhibitor: -5%; Pf growth 96h: 35%[activator]; Shiga inhibitor: 93*; LmPK inhibitor: -11%

What do the screens show for `CN1CCN(S(=O)(=O)c2cccc(C(=O)N(c3ccccn3)C3CCCCC3)c2)CC1`?
CHX counter: 1; AMA1-RON2 inh: 2%; Pf growth 48h: -21%; TbPYK inhibitor: 2%; Pf growth 96h: inconclusive; Shiga inhibitor: -7; LmPK inhibitor: -7%

How did NC(=O)CC(NC(=O)c1ccccc1)c1ccc(N2CCN(c3ccccc3)CC2)c([N+](=O)[O-])c1 (centres undefined) do in these assays?
CHX counter: -3; AMA1-RON2 inh: -3%; Pf growth 48h: -18%; TbPYK inhibitor: -8%; Pf growth 96h: 15µM*; Shiga inhibitor: -4; LmPK inhibitor: -1%
